# S1P4 antag = S1P4 receptor antagonists, primary screen, cell-based; inhibition, % at 4.98 µM; Sphingosine 1-phosphate receptor 4 (Homo sapiens), O95977; S1P4-expressing cells, antagonist mode, reporter read-out; 220,000 compounds, 0.26% hits; in the data active means inhibition above about 29%;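 further: 0% = wells stimulated with agonist and 100% = vehicle wells without agonist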
# Target sequence (O95977 whole entry, looked up): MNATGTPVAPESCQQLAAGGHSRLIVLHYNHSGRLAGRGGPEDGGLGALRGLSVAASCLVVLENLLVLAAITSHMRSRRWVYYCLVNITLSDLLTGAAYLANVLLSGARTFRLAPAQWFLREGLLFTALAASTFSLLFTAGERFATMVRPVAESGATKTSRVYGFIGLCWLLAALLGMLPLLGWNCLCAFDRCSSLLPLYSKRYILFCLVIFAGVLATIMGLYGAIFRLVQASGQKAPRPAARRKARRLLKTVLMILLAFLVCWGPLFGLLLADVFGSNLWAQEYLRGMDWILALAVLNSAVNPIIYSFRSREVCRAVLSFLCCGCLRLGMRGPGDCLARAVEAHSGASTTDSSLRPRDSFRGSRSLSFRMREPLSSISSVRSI
# CHOP inh = inhibitors of CHOP promoter induction, primary screen, cell-based, unfolded protein response, luciferase reporter; CHO-K1 CHOP-promoter luciferase, tunicamycin-induced, 15-18 h; inhibition, % at 10 µM; 220,000 compounds, 3.8% hits;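 active means compounds that reduced the stress-induced luciferase reporter signal by more than about 70% of percent inhibition, limit read from the data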;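 further: 0% = tunicamycin plus vehicle and 100% = wells without tunicamycin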
# EP2 mod = EP2 receptor modulators, cAMP readout, primary screen, cell-based, HTRF cAMP, PGE2 stimulation; Prostaglandin E2 receptor EP2 subtype (Homo sapiens), P43116; EP2-expressing cells, cAMP HTRF FRET, PGE2 co-stimulation; induction, % at 25 µM; 260,000 compounds, 0.83% hits;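 active means compounds whose cAMP rise, as percent of the full-agonist control response, exceeds 60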;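 further: rat C6 glioma line stably carrying human EP2 under a CMV promoter; the protocol text gives 20 µM as final concentration; 100% = response of wells given 1 µM PGE2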
# NPY-Y1 PAM-ag = NPY-Y1 receptor potentiators or agonists, primary screen, cell-based; NPY-Y1 expressing cells, potentiator/agonist activation; Neuropeptide Y receptor type 1 (Homo sapiens), P25929; 220,000 compounds, 0.37% hits; activation, % at 3.6 µM; AID 1304, 2008; in the data active means activation above about 33%, passing the limit was not always enough;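 further: cells stimulated with NPY at EC10 then isoproterenol at EC100; 0% = low agonist plus stimulus and 100% = saturating agonist plus stimulus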
# Target sequence (P25929 whole entry, looked up): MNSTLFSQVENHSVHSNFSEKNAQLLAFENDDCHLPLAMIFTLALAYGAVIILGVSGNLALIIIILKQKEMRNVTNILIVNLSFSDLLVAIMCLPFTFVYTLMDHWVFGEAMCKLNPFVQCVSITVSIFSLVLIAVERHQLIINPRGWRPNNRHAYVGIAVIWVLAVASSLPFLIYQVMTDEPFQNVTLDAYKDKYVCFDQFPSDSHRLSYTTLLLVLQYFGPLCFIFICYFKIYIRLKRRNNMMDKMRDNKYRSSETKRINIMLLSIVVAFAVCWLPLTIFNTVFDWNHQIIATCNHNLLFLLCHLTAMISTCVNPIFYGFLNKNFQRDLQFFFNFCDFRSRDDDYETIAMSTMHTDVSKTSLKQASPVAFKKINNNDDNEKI
# zfTRPN1 agonist = zebrafish TRPN1 channel agonists, primary screen, cell-based, HEK293, calcium fluorescence; HEK293 zebrafish TRPN1-YFP, Fluo-8 calcium fluorescence; 100% = response to 87 µM carbachol; activation, % at 3 µM; 220,000 compounds, 0.18% hits; AID 1424, 2008;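 active means activation above its plate's cutoff, the mean activation of test wells on that plate plus 3 SD, cut at about 19% in these data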;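 further: 0% = DMSO alone and 100% = 87 µM carbachol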
#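 System: zebrafish TRPN1-YFP in HEK293 cells / Dosing: 3 µM single point / Timing: dye loading 1 h at 37 °C, then 30 min room temperature / Signal: Fluo-8 calcium fluorescence, excitation 470-495 nm, emission 515-575 nm / Read-out basis: percent activation from peak over basal fluorescence ratio, control-normalized / Control set: high carbachol 87 µM, low DMSO alone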
# S1P4 agonist = S1P4 receptor agonists, primary screen, cell-based. S1P4-expressing cell line, agonist reporter assay. activation, % at 4.98 µM. 220,000 compounds, 0.35% hits. AID 1509, 2009; in the data active means activation above about 11%;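 further: 0% = DMSO vehicle and 100% = reference agonist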
# NPY Y1 blocker = NPY-Y1 receptor antagonists, primary screen, cell-based; 200,000 compounds, 1% hits; HEK293-CNG Y1 cells, membrane potential fluorescence; NPY at EC95, then isoproterenol; AID 1040, 2008; inhibition, % at 3.6 µM; Neuropeptide Y receptor type 1 (Homo sapiens), P25929;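 active means inhibition above the campaign mean inhibition of all tested compounds plus 3 SD, cut at about 20% in these data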;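 further: 0% = DMSO wells given NPY plus isoproterenol and 100% = isoproterenol alone without NPY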
#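 Material: HEK293 cells co-expressing NPY Y1 receptor and cyclic-nucleotide gated channel. Timing: compound incubation 1 h at room temperature, readout 45 min post-stimulation. Signal: fluorescence, membrane potential probe.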
# NPY-Y2 PAM-ag = NPY-Y2 potentiators or agonists, primary screen, cell-based | activation, % at 3.6 µM | 220,000 compounds, 0.45% hits | cells expressing NPY-Y2, potentiator/agonist read-out | Neuropeptide Y receptor type 2 (Homo sapiens), P49146; in the data active means activation above about 27%;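 further: cells stimulated with NPY near EC25 plus isoproterenol at EC100; 0% = vehicle plus submaximal agonist and 100% = vehicle plus saturating agonist; some results beyond the cut were filed as inactive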
# TRPML3 ag = human TRPML3 channel agonists, primary screen, cell-based, HEK293 TRPML3-YFP, Fluo-8 calcium fluorescence, 3 µM | Mucolipin-3 (Homo sapiens), Q8TDD5 | 100% = the carbachol control signal | activation, % at 3 µM | 220,000 compounds, 0.29% hits | AID 1448, 2008;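 active means activation above its plate's cutoff, the mean activation of the plate's test wells plus 3 SD, cut at about 12% in these data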;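 further: 0% = DMSO only wells and 100% = carbachol wells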
#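 Test system – HEK293 line with stable expression of human TRPML3-YFP channel · Control set – carbachol 87 µM final as high control (100%), DMSO as low control (0%) · Signal – Fluo-8 calcium dye fluorescence, ex 470-495, em 515-575 nm · Incubation – 1-h 37 °C dye load, 5-s basal, 120-s post-compound reads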
# * hit, by the source's call; nt = not tested or not shown; & = joins results of further samples.
canonical_smiles,S1P4 antag,CHOP inh,EP2 mod,NPY-Y1 PAM-ag,zfTRPN1 agonist,S1P4 agonist,NPY Y1 blocker,NPY-Y2 PAM-ag,TRPML3 ag
CC1(C)CC2CC(C)(CN2S(=O)(=O)c2ccc(C(=O)Nc3ccc(S(=O)(=O)N4CCOCC4)cc3)cc2)C1 (configuration not stated),-30,47,-16,-10,2.5,2.1,2,6,0.8
Nc1nc(CSc2nc3ccccc3s2)nc(Nc2ccccc2)n1,-13,52,-46,-14,-0.2,1.9,4,-9,0.3
CCOC(=O)c1sc(NC(=O)c2cc(-c3ccccc3C)nc3ccccc23)c(C#N)c1C,2,72*,-12,1,7.2,-0.3,-9,-7,1.1
COc1ccc(CC(=O)NC2CCN(CC(=O)N3CCCc4ccccc43)CC2)cc1OC,0,15,-9&6,-17,-0.2,0.9,2,-1,0.0
CCOCCCNS(=O)(=O)Cc1ccccc1,1,-12,31,2,0.1,1.5,1,2,0.2
CN(C)c1nc(Oc2ccc(=O)[nH]n2)nc(N2CCOCC2)n1,-6,38,10,10,0.0,-0.3,5,-3,0.4
O=S(=O)(c1ccc2nc(COc3ccc(Cl)cc3Cl)[nH]c2c1)N1CCOCC1,10,17,-32,16,1.1,-0.7,-3,15,0.7
CCCC(=O)Nc1ccc(Cl)c(NC(=O)c2cccnc2)c1,-7,5,17,13,1.2,-0.6,1,0,0.1
Cc1ccc(S(=O)(=O)c2c(COC(=O)c3ccc(Cl)cc3)c(-c3ccccc3)nn2C)cc1,-1,3,15,-8,-0.1,-4.4,1,10,0.9
CC(=O)NC(Cc1ccccc1)C(C)=O (configuration not stated),-38,8,0,3,-1.2,3.3,2,-5,1.0
Cc1cccc(-n2nnc(C(=O)NCc3ccco3)c2N)c1,2,21,7,2,0.5,0.4,-1,7,0.3
O=C(CSc1nc2ccccc2[nH]1)NCCc1ccc(Cl)cc1,-7,6,-37,-18,-1.9,-0.2,3,1,-0.7
Cc1cc(C)cc(Oc2nc(C(F)(F)F)nc3ccccc23)c1,-19,72*,61*,-4,-0.6,-3.6,15,-19,0.7
CCN(CCC(=O)Nc1cc([N+](=O)[O-])ccc1OC)Cc1ccccc1,13,16,-3,-14,0.1,0.2,11,10,0.4
O=C(C1CCCCN1S(=O)(=O)c1ccc(F)cc1)N1CCN(c2ccccc2F)CC1 (configuration not stated),-12,30,13,7,0.9,1.4,-2,23,3.0
COc1ccc(NC(=O)c2ccccc2NC(=O)NC2CCCCC2)cc1,-4,40,9,33,-1.2,0.3,12,2,0.1
CC1CCCCN1Cc1ccc(-c2nnn(CC(=O)NC3CCCCC3)n2)cc1 (configuration not stated),-8,18,-3,-4,0.9,3.0,-3,-13,1.4
COc1ccc(F)cc1S(=O)(=O)n1cc(C)nc1-c1ccccc1,-16,nt,nt,-10,1.0,0.1,0,-2,0.4
Cc1[nH][nH]c(=O)c1C(c1ccc(-c2ccc(Cl)cc2Cl)o1)c1c(C)[nH][nH]c1=O,4,-30,-26,9,-0.4,0.7,-2,17,1.0
CCOC(=O)c1sc(/N=C/Nc2nc(C)c(C(=O)OCC)s2)nc1C,1,-22,11,-25,0.6,-0.7,-6,-23,1.0
CCOC(=O)c1c(NC(=O)CN2CCCCC2)sc2c1CCN(C(=O)OCC)C2,8,81*,70*,-29,0.2,2.2,56*,-10,-1.3
CC1(C)C2([N+](=O)[O-])CN3CC1([N+](=O)[O-])CN(C2)C3C(O)C(O)C(O)CO (configuration not stated),6,-9,23,7,2.9,-1.9,nt,-1,0.9
O=C(Nc1cccc(OC(=O)c2ccco2)c1)c1ccco1,5,-5,-46,7,0.8,0.0,-1,10,0.4
O=C(COC(=O)/C=C/c1cccc(C(F)(F)F)c1)Nc1cccc2ccccc12,-8,28,12,31,-1.5,1.2,0,8,0.6
Cc1ccc(NC(=S)N2CCC(c3nc4ccccc4s3)CC2)cc1,-12,-13,-75,8,1.4,0.0,-1,0,1.5
Cc1ccc(S(=O)(=O)N2CCOCC2)cc1NC(=O)COC(=O)c1cc(=O)c2ccccc2o1,-8,-1,11,10,1.1,0.0,4,-5,0.6
COc1ccc(C(=O)CSc2nnc(-c3cnccn3)n2Cc2ccco2)cc1,-17,-11,-44,-7,0.9,2.8,9,-15,-0.4
COC(=O)c1cc(NC(=S)NCc2ccc(Cl)cc2)cc(C(=O)OC)c1,-8,36,-14,6,12,4.4,12,-4,2.4
CC(=O)c1cccc(NC(=O)N2CCCC2C(=O)Nc2ccc3c(c2)OCO3)c1 (configuration not stated),-7,1,4&4,7,-1.4,0.0,4,4,0.3
O=C(CN1C(=O)CSc2ccc(S(=O)(=O)N3CCOCC3)cc21)NCc1cccnc1,-20,0,21,14,0.0,1.2,7,-2,0.3
COC(=O)/C(=C\c1ccc(O)cc1)c1nc2ccccc2[nH]1,-2,-7,13,15,0.0,2.0,3,2,1.1
CCn1c(NC(=O)c2ccccc2F)c(-c2cccs2)c(=O)c2ccccc21,-17,9,18,5,-0.5,0.6,nt,3,-0.1
CCCCN(CCCC)C(=O)C[n+]1cccc(/C=N/O)c1,1,9,-13,9,-1.0,-0.1,-2,6,1.0
O=C(O)CCc1ccc(-c2ccc(Cl)cc2)n1NC(=O)c1ccc(O)cc1,-5,3,39,-20,0.9,5.1,14,-4,1.0
O=C(Nc1ccc(Cl)cc1)OCCn1nnnc1C(c1ccccc1Cl)N1CCOCC1 (configuration not stated),-7,24,-6,21,-0.1,-0.3,-6,20,0.4
COc1cc(/C=N/NC(=O)C(=O)NCC2CCCO2)ccc1OCC(=O)N1CCOCC1 (configuration not stated),5,16,29,9,-1.1,0.5,-1,8,0.1

# NPY Y1 blocker: hit marks shown above
Compound	S1P4 antag	CHOP inh	EP2 mod	NPY-Y1 PAM-ag	S1P4 agonist	NPY Y1 blocker	NPY-Y2 PAM-ag	TRPML3 ag
CCOC(=O)c1c(NC(=O)CN2CCCCC2)sc2c1CCN(C(=O)OCC)C2	8	81*	70*	-29	2.2	56*	-10	-1.3

# Going on with the list:
canonical_smiles,S1P4 antag,CHOP inh,EP2 mod,NPY-Y1 PAM-ag,zfTRPN1 agonist,S1P4 agonist,NPY Y1 blocker,NPY-Y2 PAM-ag,TRPML3 ag
Cc1ccc(C)c(N(C)C(=O)COc2cc(=O)n(C)c3ccccc23)c1,-10,17,4,-10,-0.6,-1.5,3,-3,-0.3
CCOC(=O)c1cc2sccc2n1CC(=O)Nc1ccc(OC)cc1,-17,43,8,-18,-1.0,0.7,0,-12,0.4
CCOC(=O)c1cnn(-c2cc(C)cc(C)c2)c1N,-7,4,-5,5,0.0,-0.9,2,-12,0.1
COc1cccc(NC(=O)C(Sc2nc3ccccc3c(=O)n2CC(C)C)c2ccccc2)c1 (configuration not stated),-22,24,-2,11,-0.5,0.1,-1,10,0.3
C=CCn1c(N)cc(=O)nc1SCC(=O)Nc1ccc(C)cc1,-14,-1,10,-10,-1.4,0.8,4,-1,0.1
N#Cc1cc2c(nc1SCc1nc3ccccc3[nH]1)CCC2,2,-50,-8,1,-0.2,0.9,8,-2,0.9
CCOC(=O)c1c(NC(=O)c2csc(C)c2)sc(C(C)=O)c1C,-12,nt,nt,8,0.7,0.7,0,-4,0.8
COc1ccccc1NC(=O)CN1CCN(c2ccccn2)CC1,-10,27,2,-1,2.2,-1.8,5,1,0.5
CCn1c(SCC(=O)N/N=C/c2ccc(C)o2)nnc1-c1ccc(C)cc1,3,16,7,4,-1.5,3.7,9,-3,-0.6
CCOc1ccc(-c2nnc(SCC(=O)N3CCOCC3)o2)cc1,-11,-17,17,-4,0.5,1.2,8,14,0.8
C/C=C/c1ccc(OCCOCCOc2cccc3cccnc23)c(OC)c1,-16,28,0,-11,-1.5,-1.1,1,-10,0.0
O=C(COCC(=O)N/N=C/c1ccc(F)cc1)N/N=C/c1ccc(F)cc1,-9,1,-1,-20,-1.7,0.5,-1,17,0.2
Cc1ccccc1NC(=O)C(NS(=O)(=O)c1ccc2c(c1)c(=O)n(C)c(=O)n2C)c1ccccc1 (configuration not stated),-20,35,10,6,1.7,2.6,6,-2,0.1
CCN(CC)C1=N/C(=C\c2ccco2)C(=O)N1c1ccccc1,-13,2,24,-12,1.8,0.7,5,14,0.8
COc1ccc(OC)c(C=Nc2ccccc2-c2nc3ccccc3[nH]2)c1,-4,1,-5,4,-0.8,-1.7,-2,5,-0.5
COc1ccc2[nH]c(C)c(CCNC(=S)Nc3cc(C)cc(C)c3)c2c1,22,15,-45,1,-1.4,1.3,2,11,-0.2
CCOC(=O)c1cnn(-c2ccccc2)c1-n1cccc1,10,13,-2,8,-2.3,0.5,2,6,-0.3
O=C(c1cccs1)N1CCN(C(=O)N2CCOCC2)CC1,-1,47,45&-4,112*,1.5,4.3,5,17,0.7
Cc1oc(-c2ccc(Cl)cc2)nc1CS(=O)CC(=O)NCCN1CCCC1 (configuration not stated),-15,15,4,10,-0.1,0.3,2,10,-0.6
COc1cc2nc(NCC3CCCO3)n3nc(-c4cccnc4)nc3c2cc1OC (configuration not stated),-5,10,8,15,0.4,-0.7,3,65*,1.4
O=C1/C(=C/c2cccnc2)Oc2cc(OS(=O)(=O)c3ccccc3)ccc21,-7,30,-45,9,3.1,-2.9,-1,0,1.6
COc1ccc(Cn2c(C3CCCCC3)nc3c(c(=O)c4ccccc4n3C)c2=O)cc1,-13,5,-18,-30,0.0,-0.7,nt,-9,-0.3
Cc1ccc2[nH]c(=O)c(-c3nc4c(C)cccn4c3NCc3ccco3)cc2c1,-14,96*,-13,-4,1.1,-2.0,6,-4,0.7
O=C(O)CCCCCN1C(=O)CSC1=S,0,37,-4,1,3.3,2.0,1,-3,2.7
CCOC(=O)c1cc2cc(F)ccc2nc1C,0,-12,-5,1,-0.7,0.8,2,8,-0.5
Cc1cc(C(F)(F)F)c(C#N)c(SCC(=O)NC2CC2)n1,-6,-6,5,-2,-0.5,-0.8,1,28,0.7
O=C(Cc1cccs1)N(c1ccc(Br)cc1)C1C=CS(=O)(=O)C1 (configuration not stated),7,7,17,0,0.5,2.0,-9,-4,-0.3
